# Source: PubChem BioAssay (several laboratories)
# TLR9-MyD88 inh: blocks human TLR9 binding to MyD88 | CHO BLA complementation TLR9-MyD88, CCF4 FRET ratio | inhibition, % at 4.98 µM | 340,000 tested, 0.21% active | AID 504734;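 active = inhibition above the mean over all tested compounds plus 3 SD, cut at about 21% in these data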;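 note: 0% = DMSO only wells and 100% = clavulanate BLA inhibitor control wells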
# NCOA2 inhibitor: inhibits human steroid receptor coactivator 2; inhibition, % at 9 µM; 370,000 tested, 0.17% active; HEK293 GAL4-SRC2 luciferase reporter, luminescence;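 active = inhibition above the mean inhibition of all tested compounds plus 3 SD, set per campaign, cut at about 52% in these data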;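 note: 0% = DMSO treated cells and 100% = cells given Gossypol at 36 µM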
# TROY NFkB inh: blocks TROY-dependent signaling in reporter cells; Q293 LMP1-TROYcd NF-kB luciferase reporter, 4 h; inhibition, % at 10 µM; 360,000 tested, 0.98% active; AID 1347056;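 active = compounds whose plate-normalised and pattern-corrected inhibition of the luciferase reporter signal at the single screening dose is 50% or more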
# ABHD5-PLIN5 inh: inhibitors of human ABHD5-perilipin-5 interaction; Split G. princeps luciferase complementation, luminescence, 4 h; inhibition, % at 4 µM; 360,000 tested, 0.78% active;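 active = inhibition above the mean inhibition across every tested compound plus 3 SD, cut at about 22% in these data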;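 note: 0% = DMSO only wells and the 100% control is not disclosed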
# Target sequence (Q00G26 whole entry, looked up): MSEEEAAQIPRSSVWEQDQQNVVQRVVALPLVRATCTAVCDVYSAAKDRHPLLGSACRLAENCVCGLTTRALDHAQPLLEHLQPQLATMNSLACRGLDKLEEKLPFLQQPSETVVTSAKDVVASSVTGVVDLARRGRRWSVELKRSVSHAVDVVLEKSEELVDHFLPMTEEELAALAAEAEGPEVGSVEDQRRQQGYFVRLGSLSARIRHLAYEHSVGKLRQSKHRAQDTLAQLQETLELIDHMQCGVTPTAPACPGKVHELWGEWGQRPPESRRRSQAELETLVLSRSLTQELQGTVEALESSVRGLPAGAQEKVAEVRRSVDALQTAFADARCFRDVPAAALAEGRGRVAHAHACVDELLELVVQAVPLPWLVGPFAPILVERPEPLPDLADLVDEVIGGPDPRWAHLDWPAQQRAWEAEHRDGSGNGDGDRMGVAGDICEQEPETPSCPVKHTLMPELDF
# Target sequence (Q8WTS1 whole entry, looked up): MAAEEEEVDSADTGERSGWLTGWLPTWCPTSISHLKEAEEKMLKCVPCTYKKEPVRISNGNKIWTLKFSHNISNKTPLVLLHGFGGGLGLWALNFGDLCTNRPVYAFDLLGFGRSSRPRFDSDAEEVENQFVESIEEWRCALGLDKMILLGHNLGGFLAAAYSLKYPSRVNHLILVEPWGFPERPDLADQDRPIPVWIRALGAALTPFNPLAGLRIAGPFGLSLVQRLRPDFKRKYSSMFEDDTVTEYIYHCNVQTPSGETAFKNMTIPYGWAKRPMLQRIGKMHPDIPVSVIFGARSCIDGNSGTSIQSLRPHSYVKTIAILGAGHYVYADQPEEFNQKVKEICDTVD
# TWEAK Fn14 block: inhibitors of TWEAK-Fn14 interaction signaling; TWEAK-stimulated Fn14 reporter cells, luciferase luminescence, 8 h; inhibition, % at 10 µM; 360,000 tested, 2% active; in the data active = inhibition above about 50%
# SRC3 inh: human NCOA3 inhibition; AID 588352; HEK293 GAL4-SRC3 luciferase reporter, luminescence; Q9Y6Q9; 360,000 tested, 0.17% active; inhibition, % at 3.6 µM;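 active = inhibition above a per-campaign cutoff, the mean of all compounds plus 3 SD, cut at about 60% in these data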;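 note: 0% = DMSO-treated cells and 100% = gossypol-treated cells at 36 µM; higher means less SRC3-driven luciferase light from the GAL4 reporter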
# COUP-TFII inh: blocks human COUP-TFII nuclear receptor; P24468; HEK293T NGFI-A luciferase reporter, luminescence; inhibition, % at 8.6 µM; 370,000 tested, 0.7% active; AID 686940;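 active = inhibition above a per-plate cutoff, mean inhibition of test wells between control levels plus 3 SD, cut at about 38% in these data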;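 note: cells cotransfected with COUP-TFII expression vector driving the NGFI-A reporter; 0% = median of COUP-TF2 test wells and 100% = reporter-only cells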
# SRC1 inh: inhibits human SRC1 coactivator | HEK293 GAL4-SRC1 luciferase reporter, luminescence | Q15788 | AID 588354 | inhibition, % at 3.6 µM | 360,000 tested, 0.12% active;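 active = inhibition above the campaign mean plus 3 SD, with each screening campaign given its own cutoff, cut at about 60% in these data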;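 note: 0% = DMSO treated cells and 100% = gossypol at 36 µM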
# NOD2-RIPK2 inh: blocks binding of human NOD2 to RIPK2; 360,000 tested, 0.38% active; inhibition, % at 4.98 µM; CHO BLA complementation NOD2-RIPK2, CCF4 ratio; AID 624267; O43353; in the data active = inhibition above about 21%;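 note: 0% = vehicle only and 100% = reference blocker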
# Exocytosis inh: lytic granule exocytosis inhibition | 360,000 tested, 0.66% active | inhibition, % at 10 µM | TALL-104 LAMP-1 surface exposure, flow cytometry; cells stimulated with thapsigargin and PMA;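 active = inhibition above about 55%, limit read from the data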
# LRH-1 inv ag: inverse agonists of human LRH-1 (NR5A2). O00482. HEK293T StAR-luciferase reporter, LRH-1 transfected, 24 h. inhibition, % at 3.6 µM. 360,000 tested, 0.13% active;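 active = inhibition above the mean inhibition of all tested compounds plus 3 SD, cut at about 73% in these data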;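 note: 0% = DMSO wells and 100% = reporter-only cells lacking LRH-1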
# Numbers without * were called inactive; . = not tested or not shown. A portion of the library. The share of hits here may be higher or lower than overall.
Molecule,TLR9-MyD88 inh,NCOA2 inhibitor,TROY NFkB inh,ABHD5-PLIN5 inh,TWEAK Fn14 block,SRC3 inh,COUP-TFII inh,SRC1 inh,NOD2-RIPK2 inh,Exocytosis inh,LRH-1 inv ag
CC(C)N1CCC(C)(C(=O)Nc2cccc(Oc3ccccc3)c2)C1 (stereo not given),.,15,-6,4,-1,5,11,-10,8,1,8
COc1cc(OC)cc(C(=O)N2CCC(n3c(C)nc4cc(F)ccc43)CC2)c1,2,-2,-5,10,-17,7,12,14,-16,1,4
CN(C)c1cccc(C(=O)NCc2ccccc2)c1,1,-24,-18,-1,20,-5,3,-33,5,5,-12
O=C(Cc1cccs1)N(Cc1ccco1)C1(C(=O)NC2CCCCC2)CCCCC1,0,-16,4,1,-9,7,-2,2,-4,32,13
CCCn1c(N)c(C(=O)CN(C)CC(=O)Nc2ccc(F)cc2)c(=O)[nH]c1=O,2,3,2,4,6,-18,14,-18,0,-3,19
COc1ccc([N+](=O)[O-])cc1NC(=S)NC(NC(=O)Cc1ccc(OC)c(OC)c1)C(Cl)(Cl)Cl (stereo not given),-8,-1,9,-3,14,4,8,4,0,25,7
CCOC(=O)[C@]12CCC=C1N(CCC1=CCCCC1)C(=O)[C@H](CC(=O)NCc1cccc(C(F)(F)F)c1)C2,.,-36,-10,-3,12,.,-3,.,-9,-4,12
CC(C)(C)OC(=O)N1CCC(NC(=O)c2nc[nH]c2C(=O)N2CCc3ccccc3C2)CC1,-5,7,13,5,-11,-26,11,-8,10,-3,-9
CC(C)(C)n1ncc2c(=O)n(CC(=O)NCc3ccccc3Cl)cnc21,-9,-34,39,-4,37,-146,-24,-97,2,2,-179
C/C(=N\NC(=O)C1COc2ccccc2O1)c1ccc(C)o1 (stereo not given),-1,6,1,2,3,2,15,-9,3,-5,-13
COc1ccc2[nH]c(C(=O)N/N=C/c3ccc(O)cc3O)cc2c1,3,20,24,5,-23,53,-7,15,-5,28,19
COC(=O)[C@@]12C[C@@H](CC(=O)N3CCC(c4ccccc4)CC3)C(=O)N(CCc3ccc(OC)c(OC)c3)C1=CCC(C)(C)C2,.,-5,.,2,.,.,6,.,-21,5,8
OCC(O)C(O)CC1SCCS1 (stereo not given),-8,8,-6,-1,7,-16,14,-10,-13,1,16
CCOc1ccccc1NC(=O)COC(=O)C1CCC1,0,-6,-4,2,-9,17,-22,-21,-1,4,16
OCCC1CN(Cc2cccn2-c2ncccn2)CCN1C1CCCC1 (stereo not given),-9,19,11,-9,15,13,-3,-28,-3,-3,5
O=C(NCc1ccncc1)c1ccc(S(=O)(=O)Nc2ccccc2)cc1,-3,-21,-3,6,-1,-13,1,-14,0,4,-13
O=C(CSc1n[nH]c(=O)n1C1CC1)c1ccc2c(c1)OCCO2,.,-28,-25,2,-9,-18,-35,-16,-1,-8,-13
CCCCn1c(N)c(N(CCC(C)C)C(=O)c2cccc(-n3cnnn3)c2)c(=O)[nH]c1=O,-12,20,-2,3,-12,1,8,-9,1,-3,4
C1=CC2C3C=CC(C3)C2C1 (stereo not given),8,-15,9,2,8,5,-8,-3,-8,2,14
COc1ccccc1-n1nnnc1SC(C)C(=O)NC1CCCC1 (stereo not given),0,7,12,-4,-11,-3,-24,26,-11,6,-6
C/C(CC(=O)Nc1ccc(Cl)c(Cl)c1)=N\NC(=O)Cc1ccccc1,-1,-40,-5,3,2,0,-2,-11,8,7,-19
O=C(O)c1cnc2ccccc2n1,-12,-21,-14,-2,1,-3,13,-17,0,0,3
Cc1nn(C)cc1S(=O)(=O)N1CCN(Cc2cccc(Cl)c2)CC1,-2,4,-3,-5,-47,12,7,-4,-5,0,1
Cc1ccc(S(=O)(=O)NC(=S)NC2CCCCC2)cc1,0,3,-1,2,23,13,5,-10,-5,2,7
NC(=O)C1=C(N)c2ccccc2C1c1ccccc1 (stereo not given),-4,5,-5,-4,1,-6,5,-5,2,-6,-6
CC(C)(C)OC(=O)N1CCC(C(=O)Nc2cccc(C(=O)NC3CC3)c2)CC1,2,-24,-2,2,18,-19,12,1,-14,-12,1
COc1ccccc1N1CCN(/N=C/c2ccc(O)cc2O)CC1,-5,-58,-54,0,-15,-82,-12,-100,6,-4,-84
O=C1OC[C@H]2CCCN2C(=O)[C@@H](CC(=O)N(CCO)Cc2ccccc2)C/C=C\CC[C@@H]1Cc1ccc(F)cc1,13,-3,-3,6,-7,-13,-4,-7,3,4,5
N#Cc1cccc(NC(=O)CSc2nnc(-c3n[nH]c4ccccc34)o2)c1,13,4,8,1,-18,-22,-18,-34,-3,-2,-71
Nc1nc2n(n1)C(c1ccc(Cl)cc1)CC(c1ccc(F)cc1)N2 (stereo not given),8,-28,-6,5,7,1,-4,-2,-2,-2,-8
COc1ccc(/C(N)=N/OC(=O)/C=C/c2ccccc2)cc1,6,-4,-63,-10,-33,-15,-12,-50,4,0,11
CC(C)(C)CC(=O)NCc1ccc(F)cc1,-5,-9,9,-8,-16,-6,7,0,-13,-3,-7
Cc1cc(C)c(NC(=O)CNC(=O)COC(=O)CNC(=O)c2ccc(Cl)cc2Cl)c(C)c1,-4,-11,12,-8,17,3,-14,-6,-10,13,-18
Cc1cc(NC(=S)Nc2ccc(C)c(Cl)c2)n[nH]1,-4,-34,-53,-3,-15,-35,-27,-66,1,0,-86
CC(C)C(Cl)=NOC(=O)Nc1ccc(S(N)(=O)=O)cc1,-1,-44,-17,29*,56*,9,-8,-2,12,4,-3
O=C1N[C@@H](Cc2ccccc2)C(=O)N2[C@H]1C[C@]1([C@]34C[C@H]5C(=O)N[C@@H](Cc6ccccc6)C(=O)N5[C@H]3N(S(=O)(=O)c3ccccc3)c3ccccc34)c3ccccc3N(S(=O)(=O)c3ccccc3)[C@H]21,-10,20,0,21,-25,-2,19,4,-11,1,21
O=C1C(Cl)=C(Nc2ccc3cn[nH]c3c2)C(=O)c2ccccc21,3,88*,-95,29*,1,-13,41*,-27,91*,15,19
CCC(=O)Oc1ccc(C(=O)Nc2ccc([N+](=O)[O-])cc2)cc1,-1,-48,12,3,3,-48,-29,-53,2,-2,-76
CCn1c(Cc2ccc(OC)cc2)nnc1SCC(=O)NC1CCCCC1,0,5,-3,7,0,17,-18,3,2,-3,34
COc1ccc(C2N(C(=O)CN3CCOCC3)CCN2S(=O)(=O)c2ccccc2)cc1 (stereo not given),3,-31,-37,1,2,1,-1,-4,-7,1,-9
O=C(N1CCCCC1)N1CCN(C(c2ccccc2)c2ccccc2)CC1,-4,-5,-14,-8,27,11,16,-2,7,0,10
COc1ccc(NS(=O)(=O)c2cc(NC(=O)c3cccnc3Cl)ccc2N2CCCC2)cc1,0,-7,2,2,-11,13,-7,-2,-18,0,-2
O=C1N/C(=N/O)S/C1=C/c1cccc([N+](=O)[O-])c1,0,-35,-57,3,-16,2,-29,-41,3,0,19
O=C(O)c1cccc(S(=O)(=O)NCCc2ccccc2)c1,3,-40,10,8,-1,20,-2,-3,-3,0,9
COc1ccccc1N1CCN(C(=O)CSc2nc3ccccc3nc2N2CCCCC2)CC1,-10,-8,19,-7,35,-2,8,12,-9,2,-9
O=C(O)c1cnn(-c2nc(-c3ccc(F)cc3)cs2)c1C(F)(F)F,-1,-34,-30,-2,-29,-33,-23,-52,4,-4,-71
COC(=O)C(CCSC)NC(=O)c1cccc([N+](=O)[O-])c1 (stereo not given),2,-7,-7,2,2,-18,-7,1,-3,1,-9
CCCN(CCC)Cc1c(C(=O)N/N=C/c2ccncc2)nnn1-c1nonc1N,2,-15,5,-3,10,1,2,18,0,8,11
CCNC(=S)N1CCN(CCNC2=CC(=O)CC(C)(C)C2)CC1,-10,-24,-6,-3,-17,11,24,-2,-5,1,7
CC(C)c1nnc(NC(=O)CS(=O)(=O)Cc2ccccc2)s1,3,-22,-9,-6,16,1,2,-9,4,-2,9
CCN(CC(=O)Nc1cccc(C(C)=O)c1)S(=O)(=O)c1ccc(C)cc1,1,4,3,-3,15,13,12,7,-8,-2,5
COC(=O)c1ccc2c(=O)n(CC3CCCO3)c(=S)[nH]c2c1 (stereo not given),-12,8,-4,-6,9,10,9,8,-3,-1,-4
O=C(COC(=O)c1ccccn1)NNC(=O)c1ccc(Br)cc1,-11,-8,1,-4,10,1,6,0,-7,0,5
O=C(Nc1ccccc1)c1ccc2c(c1)OCO2,-6,-33,-67,-1,3,-37,-24,-69,4,2,-145
COc1cccc(/C=C2\C=C(c3ccc(C)cc3)OC2=O)c1OC(C)=O,-5,-8,-19,4,-6,-25,-29,-26,-6,-12,-6
Cc1occc(=O)c1OCc1ccc(F)cc1,-2,3,7,3,-3,7,-13,-3,1,-1,-9
CCOc1ccc(S(=O)(=O)NCc2cccnc2)c2ccccc12,-11,-1,2,8,-2,4,-10,-11,11,9,3
CC(=O)Nc1ccc(S(=O)(=O)N2CCC3(CC2)OCCO3)cc1,-5,2,2,-8,1,-4,6,-25,-3,0,-17
O=C(Nc1ccccc1C(=O)Nc1nncs1)c1ccccc1,-3,4,12,-6,34,20,-4,-12,-5,-5,10
COc1ccc(CN(C(=O)c2snc(C(N)=O)c2N)C(CC(C)C)C(=O)NC2CCCCC2)cc1 (stereo not given),0,1,10,3,55,22,10,-2,-2,37,7

# The list goes on.
Molecule,TLR9-MyD88 inh,NCOA2 inhibitor,TROY NFkB inh,ABHD5-PLIN5 inh,TWEAK Fn14 block,SRC3 inh,COUP-TFII inh,SRC1 inh,NOD2-RIPK2 inh,Exocytosis inh,LRH-1 inv ag
COc1ccc(OC)c(N(/C(N)=N/c2nc(C)cc(C)n2)S(=O)(=O)c2ccc(NC(C)=O)cc2)c1,-12,2,-1,3,30,-6,-7,-8,-10,1,13
Nc1ccccc1-c1nnc(SCc2ccccc2F)[nH]c1=O,-2,-23,-22,3,15,-20,9,-4,-7,5,-36
CSc1ccc(CN(C)C(=O)c2cc(S(=O)(=O)NCc3ccccc3)ccc2C)cc1,12,7,46,-1,32,-4,53*,9,5,0,18
CC(C)NC(=O)Nc1cccc2c1O[C@H](CN(C)S(C)(=O)=O)[C@@H](C)CN([C@H](C)CO)C2=O,2,-41,7,2,21,7,-17,-9,-1,0,-4
CCCCNC(=S)N(C)/N=C/c1ccccc1F,3,-12,-8,-8,4,-2,-21,-9,-1,-6,11
CCC(C)n1c(=O)c(C(=O)Nc2ccccc2S(N)(=O)=O)c(O)c2ccccc21 (stereo not given),1,-24,46,3,14,2,-4,-1,-4,12,-10
O=C(Nc1ccc2c(c1)OCO2)c1cc2nc(C3CC3)cc(C(F)(F)F)n2n1,-1,.,-25,0,-30,2,.,-10,-1,3,-12
CC(=O)Nc1cccc(C(=O)Nc2ccccc2N2CCOCC2)c1,5,-10,1,5,6,12,14,-6,-1,1,-12
Cc1noc(C)c1COc1ccccc1C(=O)Nc1cccc(S(=O)(=O)N(C)C)c1,1,-22,-16,3,14,-11,12,-15,1,12,-3
